Screens (PubChem)
NCOA1 inh: SRC1 coactivator transcriptional activity inhibitors, primary screen, cell-based, luminescence; Nuclear receptor coactivator 1 (Homo sapiens), Q15788; AID 588354, 2011; actives 0.12% (n = 360,000); HEK293 GAL4-SRC1 luciferase reporter; inhibition, % at 3.6 µM;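 active means inhibition above the campaign mean plus 3 SD, with each screening campaign given its own cutoff, cut at about 60% in these data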;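 further: 0% = DMSO treated cells and 100% = gossypol at 36 µM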
NR5A2 inv ag: LRH-1 (NR5A2) inverse agonists, primary screen, cell-based, luminescence, HEK293T, StAR-luciferase reporter; Nuclear receptor subfamily 5 group A member 2 (Homo sapiens), O00482; LRH-1 transfected, 24 h; inhibition, % at 3.6 µM; actives 0.13% (n = 360,000); AID 602396, 2012;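 active means inhibition above the mean inhibition of all tested compounds plus 3 SD, cut at about 73% in these data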;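 further: 0% = DMSO wells and 100% = reporter-only cells lacking LRH-1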
SRC2 inh: inhibition of GAL4-SRC2 driven luciferase reporter, primary screen, SRC2 inhibitor project, cell-based, luminescence; Nuclear receptor coactivator 2 (Homo sapiens), Q15596; HEK293 GAL4-SRC2 luciferase reporter; inhibition, % at 9 µM; actives 0.17% (n = 370,000);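 active means inhibition above the mean inhibition of all tested compounds plus 3 SD, set per campaign, cut at about 52% in these data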;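 further: 0% = DMSO treated cells and 100% = cells given Gossypol at 36 µM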
TROY NFkB inh: inhibitors of TROY-driven NF-kB signaling, primary screen, Q293 LMP1-TROYcd cells, NF-kB luciferase, uHTS; Q293 LMP1-TROYcd NF-kB luciferase reporter, 4 h; inhibition, % at 10 µM; actives 0.98% (n = 360,000); AID 1347056, 2019;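 active means compounds whose plate-normalised and pattern-corrected inhibition of the luciferase reporter signal at the single screening dose is 50% or more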
ABHD5 PLIN5 PPI: ABHD5-PLIN5 interaction inhibitors, primary screen, cell lysate, split luciferase complementation, luminescence; Perilipin-5 (Homo sapiens) + 1-acylglycerol-3-phosphate O-acyltransferase ABHD5 (Homo …; Split G. princeps luciferase complementation, 4 h; inhibition, % at 4 µM; actives 0.78% (n = 360,000);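 active means inhibition above the mean inhibition across every tested compound plus 3 SD, cut at about 22% in these data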;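 further: 0% = DMSO only wells and the 100% control is not disclosed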
Exocytosis inh: LAMP-1 surface exposure blockers, TALL-104 cells – cell-based, flow cytometry, MLPCN library, primary screen; actives 0.66% (n = 360,000); inhibition, % at 10 µM; TALL-104 LAMP-1 surface exposure; cells stimulated with thapsigargin and PMA; AID 651702, 2012;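 active means inhibition above about 55%, limit read from the data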
NCOA3 inh: SRC3 coactivator transcriptional activity inhibitors, primary screen, cell-based, luminescence; Nuclear receptor coactivator 3 (Homo sapiens), Q9Y6Q9; HEK293 GAL4-SRC3 luciferase reporter; inhibition, % at 3.6 µM; actives 0.17% (n = 360,000);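 active means inhibition above a per-campaign cutoff, the mean of all compounds plus 3 SD, cut at about 60% in these data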;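 further: 0% = DMSO-treated cells and 100% = gossypol-treated cells at 36 µM; higher means less SRC3-driven luciferase light from the GAL4 reporter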
NOD2-RIPK2 inh: NOD2-RIPK2 binding disruptors in cells, primary screen, fluorescence, CHO cells, BLA complementation. Receptor-interacting serine/threonine-protein kinase 2 (Homo sapiens), O43353. CCF4 ratio. inhibition, % at 4.98 µM. actives 0.38% (n = 360,000). AID 624267, 2012; in the data active means inhibition above about 21%;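 further: 0% = vehicle only and 100% = reference blocker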
Target sequence (O43353 whole entry, looked up): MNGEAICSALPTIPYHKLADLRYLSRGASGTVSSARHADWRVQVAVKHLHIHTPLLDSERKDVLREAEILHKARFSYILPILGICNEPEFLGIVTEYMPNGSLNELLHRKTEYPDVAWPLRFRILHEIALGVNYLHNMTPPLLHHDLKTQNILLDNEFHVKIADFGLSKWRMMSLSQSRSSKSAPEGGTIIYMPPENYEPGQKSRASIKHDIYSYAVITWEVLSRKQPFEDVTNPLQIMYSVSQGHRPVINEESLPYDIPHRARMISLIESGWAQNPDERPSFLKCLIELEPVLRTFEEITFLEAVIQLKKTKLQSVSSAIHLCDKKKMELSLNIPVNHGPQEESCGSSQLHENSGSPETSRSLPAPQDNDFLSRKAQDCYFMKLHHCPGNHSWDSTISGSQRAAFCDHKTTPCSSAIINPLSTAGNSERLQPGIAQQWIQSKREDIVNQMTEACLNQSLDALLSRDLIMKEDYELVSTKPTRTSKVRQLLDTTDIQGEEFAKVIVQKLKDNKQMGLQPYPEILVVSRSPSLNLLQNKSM
TWEAK-Fn14 inh: inhibitors of TWEAK-Fn14 signaling, primary screen, luciferase reporter cells, uHTS; TWEAK-stimulated Fn14 reporter cells, luciferase luminescence, 8 h; inhibition, % at 10 µM; actives 2% (n = 360,000); AID 1159606, 2016; in the data active means inhibition above about 50%
NR2F2 inh: NR2F2 transcriptional activity inhibitors, primary screen, cell-based, luciferase reporter, HEK293T, luminescence; COUP transcription factor 2 (Homo sapiens), P24468; HEK293T NGFI-A luciferase reporter; inhibition, % at 8.6 µM; actives 0.7% (n = 370,000);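 active means inhibition above a per-plate cutoff, mean inhibition of test wells between control levels plus 3 SD, cut at about 38% in these data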;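 further: cells cotransfected with COUP-TFII expression vector driving the NGFI-A reporter; 0% = median of COUP-TF2 test wells and 100% = reporter-only cells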
Target sequence (P24468 whole entry, looked up): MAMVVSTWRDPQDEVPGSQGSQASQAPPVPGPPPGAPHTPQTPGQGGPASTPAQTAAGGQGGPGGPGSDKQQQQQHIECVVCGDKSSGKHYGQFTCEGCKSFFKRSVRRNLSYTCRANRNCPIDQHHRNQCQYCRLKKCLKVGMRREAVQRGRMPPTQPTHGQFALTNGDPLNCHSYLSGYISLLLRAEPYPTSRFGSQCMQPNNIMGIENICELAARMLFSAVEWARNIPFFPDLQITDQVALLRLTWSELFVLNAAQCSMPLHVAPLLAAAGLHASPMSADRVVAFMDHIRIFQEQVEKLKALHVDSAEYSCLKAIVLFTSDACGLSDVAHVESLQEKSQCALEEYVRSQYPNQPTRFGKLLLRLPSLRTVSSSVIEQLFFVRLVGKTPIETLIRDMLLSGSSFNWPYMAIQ
TLR9-MyD88 block: inhibitors of TLR9-MyD88 association in cells, primary screen, cell-based, CHO, BLA complementation, fluorescence; Toll-like receptor 9 (Homo sapiens) + Myeloid differentiation primary response protein …; CCF4 FRET ratio; inhibition, % at 4.98 µM; actives 0.21% (n = 340,000);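 active means inhibition above the mean over all tested compounds plus 3 SD, cut at about 21% in these data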;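 further: 0% = DMSO only wells and 100% = clavulanate BLA inhibitor control wells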
* = called active by the depositor; . = not tested or not shown.

cpd	SMILES	NCOA1 inh	NR5A2 inv ag	SRC2 inh	TROY NFkB inh	ABHD5 PLIN5 PPI	Exocytosis inh
1	Cc1ccc(C)c(N2CCN(C(=O)CCS(=O)(=O)c3ccc4c(c3)oc(=O)n4C)CC2)c1	-14	-2	28	14	-3	-2
2	CC(C(=O)N1CCN(c2ccc(Cl)cc2)CC1)c1ncc(C(F)(F)F)cc1Cl (stereo not given)	15	0	4	16	2	14
3	CCOC(=O)c1ccc(NC(=O)C2CC(=O)N=C(N)S2)cc1 (stereo not given)	-13	-13	-40	19	18	3
4	Cc1ccc(N2C(=O)CC(Nc3cccc4ccccc34)C2=O)cc1 (stereo not given)	-21	-11	21	22	-5	17
5	COc1ccc(NC(=O)NCc2ccco2)c(OC)c1	-2	5	1	6	1	0
6	CN(CCCNC(=O)CCC(=O)N1CCOc2ccccc21)Cc1ccccc1	3	-13	-3	4	4	2
7	Cc1ccc(NC(=O)COC(=O)C2=COCCO2)c([N+](=O)[O-])c1	6	6	0	16	-3	1
8	O=C(Cc1ccc(S(=O)(=O)N2CCOCC2)s1)OCc1ccc(Cl)cc1	-5	-10	3	0	8	11
9	Cc1cccc(NC(=O)c2ccc([N+](=O)[O-])s2)n1	-37	31	-46	-27	-8	-3
10	CC(CN1C(C)CCCC1C)OC(=O)c1ccccc1Cl (stereo not given)	-4	-2	-27	5	7	-5
11	COc1ccc(CCN2C(=S)N(c3ccccc3)C(=O)C2CC(=O)O)cc1OC (stereo not given)	-1	13	-23	2	1	1
12	CCOc1ccc(-c2csc(NC(=O)CSCC(=O)O)n2)c2ccccc12	9	3	9	-4	-11	-4
13	COc1cccc(-c2nnc(-c3ccc(C)o3)o2)c1	-113	-164	-59	-40	-3	-7
14	C=C1C(=O)[C@]23C[C@H]1CC[C@H]2[C@]1(C)[C@@H](OC(C)=O)CC[C@@](C)(C(=O)OC)[C@H]1C[C@@H]3OC(C)=O	-10	-6	38	24	56*	3
15	CCOc1ccc(NC(=S)NN2CCN(C)CC2)cc1	7	4	7	-6	3	1

cpd	NCOA3 inh	NOD2-RIPK2 inh	TWEAK-Fn14 inh	NR2F2 inh	TLR9-MyD88 block
1	2	-9	0	11	0
2	9	-37	8	10	3
3	9	1	3	1	-7
4	-8	-5	52*	-7	2
5	8	-4	-10	13	-6
6	14	6	5	13	6
7	14	-5	5	1	-8
8	-7	-1	-16	14	-3
9	-39	-3	-7	-11	6
10	-11	-3	3	11	1
11	4	8	-28	9	-16
12	23	-1	-1	-16	3
13	-76	0	36	-53	5
14	17	59*	85*	-1	.
15	-5	-2	2	-1	-2

Next part:
cpd	SMILES	NCOA1 inh	NR5A2 inv ag	SRC2 inh	TROY NFkB inh	ABHD5 PLIN5 PPI	Exocytosis inh
16	O=C(Nc1ccsc1C(=O)NC1CCCCC1)c1ccc(F)cc1	6	1	-7	10	-4	3
17	CCC1(c2ccccc2)NC(=O)N(CC(=O)Nc2ccccc2C(=O)NC2CCCC2)C1=O (stereo not given)	24	-3	-21	6	-4	9
18	Cc1cccc2cc(CN(CCc3ccccc3)C(=O)N3CCOCC3)c3nnnn3c12	-3	10	-6	6	-2	0
19	COc1cccc(NC(=O)C2C3C=CC4(O3)C2C(=O)N(C2CC2)C4C(=O)NC2CCCCC2C)c1 (stereo not given)	1	5	-7	-4	-5	-1
20	Cc1c(C(=O)Nc2cccc([N+](=O)[O-])c2)csc1-c1ccccc1	-177	-190	-73	-34	-3	7
21	Cc1ccc(NC(=O)C2CCN(C(=O)c3ccccc3C)CC2)nc1	2	-27	36	-28	0	5
22	OCC1OC(Oc2c[nH]c3ccccc23)C(O)C(O)C1O (stereo not given)	-13	3	4	11	-14	0
23	CCCCCCOc1ccc(C(CC(=O)O)C(N)=O)cc1 (stereo not given)	-5	-5	1	11	2	-2
24	Cc1ccc(S(=O)(=O)NC2=NCN(CCN3CCOCC3)CN2)cc1	6	-1	-17	10	0	-4
25	Cc1cc(C)nc(-n2ncc3c2CC(c2ccccc2)CC3=O)n1 (stereo not given)	-15	12	6	0	3	0
26	O=C(Cc1ccccc1)n1nc(-c2ccccc2)nc1NCc1ccco1	-26	-39	-45	-20	5	-3
27	O=C(c1ccc([N+](=O)[O-])cc1)N1CCc2ccccc2C1	-25	-14	-2	11	-3	-2
28	Cc1ccnc(NS(=O)(=O)c2cccs2)c1	-2	4	2	-5	-3	9
29	COc1ccc(C)cc1NC(=O)CNc1ccccc1CN(C)C1CCCCC1	6	-6	19	-9	-1	0
30	COc1ccc(Br)cc1CN(C)C(=O)Cc1ccc(S(=O)(=O)N2CCOCC2)s1	-9	0	-12	7	-4	17

cpd	NCOA3 inh	NOD2-RIPK2 inh	TWEAK-Fn14 inh	NR2F2 inh	TLR9-MyD88 block
16	14	2	28	4	3
17	12	-1	5	23	12
18	7	3	-25	11	-3
19	4	5	8	11	10
20	-164	2	-26	-76	2
21	8	6	5	9	8
22	-36	-5	28	20	-4
23	0	-6	-3	4	-5
24	13	-12	2	9	-10
25	4	-6	4	24	-5
26	-33	-11	-19	-33	-2
27	14	-4	-12	-10	-4
28	3	3	-15	-5	0
29	3	-5	4	5	-7
30	8	-2	-5	4	-4

Continuation:
cpd	SMILES	NCOA1 inh	NR5A2 inv ag	SRC2 inh	TROY NFkB inh	ABHD5 PLIN5 PPI	Exocytosis inh
31	CC(C)(C)C(C(=O)NCc1ccccc1)N1CCN(CCN2CCOCC2)CC1 (stereo not given)	.	1	-15	.	5	-3
32	Cc1cc(N2CCCCC2)ccc1[N+](=O)[O-]	5	11	-5	-14	-3	-12
33	COc1ccc2c(C)cc(=O)[nH]c2c1	-15	-2	-4	-2	3	-2
34	O=C(c1ccccc1)n1ccc(-c2cnc(-c3ccccc3)s2)n1	-95	-153	-83	-15	-1	0
35	COC(=O)Cn1nc(-c2ccc(C)cc2)c2ccccc2c1=O	-6	2	-22	10	-3	2
36	CCn1cc(/C=N\NC(=O)c2csc3ccccc23)c(C)n1	-2	3	-59	-36	-2	-2
37	NC(=O)CSc1nccn1Cc1ccc(Cl)cc1	-1	-8	14	7	-2	2
38	COc1cc(OC)cc(-c2nc3ccccc3c(=O)o2)c1	-8	6	-8	17	6	-3
39	O=C(COC(=O)c1ccc(Br)o1)NCCc1ccccc1	-14	12	-1	-4	1	-3
40	O=C1C(C2=NC(c3ccccn3)C3C(=O)N(c4ccccc4)C(=O)C23)=C(O)c2ccccc21 (stereo not given)	-5	0	-41	7	2	-1
41	CN(C)/C=N/c1sccc1C(N)=O	6	-12	6	3	-4	0
42	Cc1ccc(OCC(=O)Nc2ccc(F)cc2)c([N+](=O)[O-])n1	-74	-90	-61	-46	4	0
43	CC/C(=N\Nc1ccccc1[N+](=O)[O-])c1ccc(O)cc1	-7	-31	-5	53*	-3	-2
44	CC1(C(=O)NS(=O)(=O)c2ccccc2C(F)(F)F)CCN1C(=O)CC1CCCCC1 (stereo not given)	4	-5	-9	-1	-2	-12
45	CC(C)(C)OC(=O)C[C@@H]1C/C=C\C[C@@H](CC(=O)NCCO)C(=O)NC[C@H](c2ccccc2)OC1=O	-14	29	2	2	0	0

cpd	NCOA3 inh	NOD2-RIPK2 inh	TWEAK-Fn14 inh	NR2F2 inh	TLR9-MyD88 block
31	.	-19	.	-2	.
32	-15	-13	-16	-14	1
33	2	-3	-10	-20	0
34	-65	-6	33	-54	3
35	-2	2	-2	14	6
36	-51	-7	-10	-17	-2
37	13	-1	1	19	7
38	8	0	13	10	-21
39	7	6	-12	-2	3
40	9	-5	-19	-11	6
41	-7	-4	3	-9	5
42	-53	3	-22	-61	-23
43	-21	-8	5	-17	.
44	-6	-6	7	-5	.
45	23	5	1	-4	-5

Sorted by length of the SMILES (high to low): nine of the compounds above
cpd	SMILES	NCOA1 inh	NR5A2 inv ag	SRC2 inh	TROY NFkB inh	ABHD5 PLIN5 PPI	Exocytosis inh
45	CC(C)(C)OC(=O)C[C@@H]1C/C=C\C[C@@H](CC(=O)NCCO)C(=O)NC[C@H](c2ccccc2)OC1=O	-14	29	2	2	0	0
44	CC1(C(=O)NS(=O)(=O)c2ccccc2C(F)(F)F)CCN1C(=O)CC1CCCCC1 (stereo not given)	4	-5	-9	-1	-2	-12
31	CC(C)(C)C(C(=O)NCc1ccccc1)N1CCN(CCN2CCOCC2)CC1 (stereo not given)	.	1	-15	.	5	-3
42	Cc1ccc(OCC(=O)Nc2ccc(F)cc2)c([N+](=O)[O-])n1	-74	-90	-61	-46	4	0
34	O=C(c1ccccc1)n1ccc(-c2cnc(-c3ccccc3)s2)n1	-95	-153	-83	-15	-1	0
35	COC(=O)Cn1nc(-c2ccc(C)cc2)c2ccccc2c1=O	-6	2	-22	10	-3	2
38	COc1cc(OC)cc(-c2nc3ccccc3c(=O)o2)c1	-8	6	-8	17	6	-3
37	NC(=O)CSc1nccn1Cc1ccc(Cl)cc1	-1	-8	14	7	-2	2
33	COc1ccc2c(C)cc(=O)[nH]c2c1	-15	-2	-4	-2	3	-2

cpd	NCOA3 inh	NOD2-RIPK2 inh	TWEAK-Fn14 inh	NR2F2 inh	TLR9-MyD88 block
45	23	5	1	-4	-5
44	-6	-6	7	-5	.
31	.	-19	.	-2	.
42	-53	3	-22	-61	-23
34	-65	-6	33	-54	3
35	-2	2	-2	14	6
38	8	0	13	10	-21
37	13	-1	1	19	7
33	2	-3	-10	-20	0

Further results follow:
cpd	SMILES	NCOA1 inh	NR5A2 inv ag	SRC2 inh	TROY NFkB inh	ABHD5 PLIN5 PPI	Exocytosis inh
46	COC(=O)c1cc(S(=O)(=O)N2CCCCCC2)cn1C	13	2	10	15	-10	-7
47	CC(NC(=O)/C=C/c1ccco1)c1nc2ccccc2n1Cc1cccc(Cl)c1 (stereo not given)	7	1	0	-28	26*	0
48	Cc1ccc(S(=O)(=O)N2C[C@H]3C(=O)C[C@@H](c4ccccc4)N(S(=O)(=O)c4ccc(C)cc4)[C@H]3C[C@H]2c2ccccc2Cl)cc1	18	-11	-15	2	-4	0
49	Cc1cc(F)ccc1NC(=O)c1cccnc1	0	-1	-32	0	-4	0

cpd	NCOA3 inh	NOD2-RIPK2 inh	TWEAK-Fn14 inh	NR2F2 inh	TLR9-MyD88 block
46	3	0	-6	10	-12
47	23	-2	15	8	3
48	3	-2	-17	-12	.
49	-15	-6	-10	4	-5

The list is partial (hit frequency here may not be typical).
